High-throughput results as filed in PubChem BioAssay.
HIF-2a inh – HIF-2a inhibition; inhibition, % at 18.8 µM; AID 624352; 360,000 compounds, 0.72% hits; 786-0 RCC cells HIF-2a reporter, luciferase luminescence, overnight;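 active = inhibition of the luminescence signal of 40% or more relative to plate controls, in a single-dose primary screen at 18.75 µM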
Shn3 inh set2 – Schnurri-3 reporter inhibition in Clone20 osteoblasts. Clone20 osteoblast Shn3 3'UTR firefly luciferase, 24 h. inhibition, % at 12.5 µM. 360,000 compounds, 0.52% hits. AID 588674;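 active = mean inhibition of at least 75% with every replicate also reaching 75%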;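 note: 0% = median of neutral control wells and 100% = pilot-screen positive control compound; some compounds past the cut are filed as inactive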
KKLEB cytotox – CF airway cell cytotoxicity counter-screen. KKLEB CF airway cells viability, ATPlite luminescence, overnight; active compounds read low; cells stimulated with P. aeruginosa culture filtrate. activity change (cytotoxicity), % at 5 µM. 360,000 compounds, 0.36% hits;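 active = corrected activity change at or below -50% at 5 µM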
EBV LMP1 NFkB – reduces LMP1-driven NF-kappaB luciferase signal; inhibition, % at 12.5 µM; LMP1-induced NF-kappaB luciferase reporter cells, luminescence; 350,000 compounds, 0.69% hits; in the data active = inhibition above about 41%;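 note: 0% = neutral control wells and 100% = reference inhibitor control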
Peg3 prom inh – reduces Peg3 promoter-driven luciferase expression in HeLa; HeLa PEG-Prom luciferase reporter, luminescence, overnight; inhibition, % at 20 µM; 360,000 compounds, 1.7% hits; AID 588405;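 active = inhibition of at least 50% at 20 µM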
NR2E3 ag-1 – agonists of human NR2E3 nuclear receptor. Q9Y5X4. CHO-S Gal4-NCOR/VP16-NR2E3 two-hybrid, luciferase. inhibition of corepressor binding, % at 3.98 µM. 360,000 compounds, 0.35% hits. AID 602229;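 active = inhibition above the mean of all tested compounds plus 3 SD, cut at about 70% in these data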;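 note: 0% = DMSO with NR2E3 transfected cells and 100% = cells lacking NR2E3 construct; higher means lower luciferase signal from less NR2E3 corepressor binding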
Target sequence (Q9Y5X4 whole entry, looked up, the tested form may be a part): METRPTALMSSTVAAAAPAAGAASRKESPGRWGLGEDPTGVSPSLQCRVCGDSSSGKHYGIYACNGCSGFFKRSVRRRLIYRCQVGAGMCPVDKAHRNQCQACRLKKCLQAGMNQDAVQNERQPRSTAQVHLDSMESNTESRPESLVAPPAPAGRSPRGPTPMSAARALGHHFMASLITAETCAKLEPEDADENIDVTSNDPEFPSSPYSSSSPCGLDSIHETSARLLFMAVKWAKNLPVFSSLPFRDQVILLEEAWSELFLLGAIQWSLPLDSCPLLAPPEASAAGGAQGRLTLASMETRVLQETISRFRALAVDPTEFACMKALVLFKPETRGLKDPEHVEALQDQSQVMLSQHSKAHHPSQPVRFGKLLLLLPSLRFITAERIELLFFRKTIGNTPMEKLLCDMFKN
C8 TRAIL sens – caspase-8 TRAIL sensitization. NB7+C8 cells + TRAIL, ATPlite viability luminescence. inhibition (viability loss, TRAIL sensitization), % at 10 µM. 360,000 compounds, 1% hits. AID 624354;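 active = compounds causing at least 50% loss of cell viability in the single-dose screen, relative to plate controls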
hiPSC survival – hiPSC single-cell survival enhancement; ATPlite luminescence; 100% = ROCK inhibitor wells, 0% = DMSO; survival enhancement, % at 20 µM; 360,000 compounds, 0.044% hits; AID 602274; in the data active = survival enhancement above about 18%;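 note: cells exposed to compounds for 16 hours before the ATP read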
MITF TRPM1 inh – inhibitors of MITF-driven TRPM1 promoter in melanoma cells. SK-MEL-5 TRPM1 promoter luciferase, 24 h. inhibition, % at 12.5 µM. 330,000 compounds, 0.83% hits. AID 488899;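 active = mean inhibition across replicates of 60% or more, whatever share of single replicates reaches that level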; note: values of inactives mirror those of a sister screen read the other way
NR2E3 ag-2 – NR2E3 (human) agonism; 320,000 compounds, 0.12% hits; Q9Y5X4; GST-NR2E3/biotin-RetCOR TR-FRET, 1536-well; inhibition of corepressor binding, % at 4.78 µM; AID 2300;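 active = percent inhibition above the cutoff of mean plus 3 SD of all tested compounds, set per screening campaign, cut at about 20% in these data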;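 note: 0% = DMSO wells and 100% = biotin wells as full block of FRET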
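Assay system: NR2E3–RetCOR corepressor complex. Quantity: 1.35 nM GST-NR2E3. Buffer or medium: pH 7.5 Tris-based buffer. Reagent: biotinylated RetCOR corepressor at 7 nM final. Schedule: 5 h at 4 °C. Detection: TR-FRET, emission read at 617 and 671 nm. Replicates: one well per compound, singlicate testing.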
CF NFkB inh – inhibitors of cystic fibrosis induced NF-kB; 360,000 compounds, 0.86% hits; AID 588850; KKLEB NF-kB-GFP reporter, PAF-induced, GFP fluorescence overnight; inhibition, % at 5 µM;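 active = at least 50% inhibition at 5 µM, scaled per plate between neutral and stimulator controls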;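 note: PAF is a Pseudomonas aeruginosa culture filtrate used as stimulus; plate controls were PAF-stimulated DMSO wells for no effect and unstimulated DMSO wells for full effect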
Numbers without * were called inactive; . = not tested or not shown. Only part of the results is shown. The share of hits here may be higher or lower than overall.

SMILES | HIF-2a inh | Shn3 inh set2 | KKLEB cytotox | EBV LMP1 NFkB | Peg3 prom inh | NR2E3 ag-1 | C8 TRAIL sens | hiPSC survival | MITF TRPM1 inh | NR2E3 ag-2 | CF NFkB inh
COc1ccc(N(C(=O)c2ccc(S(=O)(=O)N3CCCC3)cc2)C2C=CS(=O)(=O)C2)cc1 (centres undefined) | 13 | -8 | 1 | 4 | 3 | -26 | -9 | 0.1 | 11 | 3 | 3
CCOC(=O)C1(CCc2ccccc2)CCN(Cc2ccn[nH]2)CC1 | 11 | -24 | 6 | -6 | 10 | 17 | 9 | 1.6 | -13 | 4 | 1
O=C(C1CC1)N1N=C(c2ccccc2)CC1(O)C(F)(F)C(F)(F)F (centres undefined) | 13 | 9 | -8 | -5 | -3 | -18 | -12 | 0.1 | 9 | 0 | -16
O=C(c1ccc(Cl)cc1)C1CCN(CC(=O)N2CCCCC2)CC1 | 16 | 14 | 4 | -4 | 32 | 2 | 1 | -0.2 | 14 | 2 | -12
Fc1cccc(CSc2nc3ccncc3[nH]2)c1 | -153 | -63 | -8 | -15 | -146 | -72 | 58* | -4.7 | . | 1 | -19
Cc1cc(C)cc(C(=O)Nc2ccc(NC(=O)c3cccs3)cc2)c1 | -13 | 4 | 25 | 20 | 2 | -34 | 19 | 0.1 | -2 | 4 | -31
CN1CCN(C(=O)CCn2c(=O)c3cccn3c3cccnc32)CC1 | 5 | -12 | 15 | -2 | 6 | -24 | -11 | -0.1 | -4 | 0 | -3
COc1ccccc1NCc1cc(=O)oc2c(C)c(O)ccc12 | 1 | -4 | -11 | -5 | 7 | 14 | -6 | 1.6 | 1 | 2 | 27
Cc1cccc(N(CC(=O)Nc2cccnc2)S(C)(=O)=O)c1 | 16 | -32 | -6 | -10 | 9 | 22 | 27 | 1.2 | 2 | 0 | 5
CC(C)Cn1c(N)c(C(=O)COC(=O)c2ccc3c(c2)OCCO3)c(=O)n(C)c1=O | 20 | 67 | 0 | 29 | 0 | 18 | 9 | -0.9 | 7 | 1 | -16
CCOC(=O)c1c(C)[nH]c(C(=O)OCC(=O)N(CC(C)C)c2c(N)n(Cc3ccccc3)c(=O)[nH]c2=O)c1C | 0 | 6 | 1 | 4 | -3 | -17 | 9 | -0.6 | 0 | 1 | 3
O=C(CSc1nc2ccccc2o1)N1CCN(S(=O)(=O)c2ccc3ccccc3c2)CC1 | 9 | 2 | -3 | -6 | 6 | -9 | -2 | -0.6 | 8 | -7 | 14
O=[N+]([O-])c1ccc(Cl)c(/C=N/n2c(COc3ccccc3)n[nH]c2=S)c1 | 25 | 2 | -3 | 4 | -15 | -14 | 1 | -1.3 | 5 | 6 | 15
OC(c1ccc(CN2CCCCC2)cc1)c1ncc(-c2ccccc2)[nH]1 (centres undefined) | -1 | 4 | -2 | . | -1 | 14 | 2 | 2.5 | . | . | 4
Cn1c(SCC(=O)c2ccccc2)nnc1-c1ccc(O)cc1 | -55 | -50 | -2 | -16 | -200 | -67 | 2 | -1.1 | -17 | 3 | 0
CC(=O)c1c(C)n(CC(=O)NCc2ccc3c(c2)OCO3)c2ccccc12 | 0 | 58 | -9 | 5 | 17 | 38 | 6 | -0.5 | 8 | -1 | 4
C/C(=N\Nc1c([N+](=O)[O-])c(C)nn1C)c1ccc(F)cc1F | -15 | -21 | -7 | 3 | -3 | 6 | -6 | 1.8 | -24 | -3 | -15
On1nnc2c3ccccc3c3ccccc3c21 | 17 | -16 | 12 | -3 | 15 | -4 | -4 | 6.5 | -3 | 1 | -14
COc1ccc(Cl)cc1NC(=S)NCc1cccnc1 | 9 | -11 | 5 | 0 | -3 | 16 | -1 | -0.5 | 4 | 3 | 8
CN1CCN(C(=O)C(=O)c2cn(CC(=O)N3CCCCCC3)c3ccccc23)CC1 | 11 | -28 | 8 | 2 | 2 | -6 | -9 | -0.3 | . | . | 0
CCOC(=O)N1CCN(C(=O)c2cc(-c3ccc(OCC)cc3)nc3ccccc23)CC1 | -279 | -7 | -75* | 11 | -64 | -103 | 89* | -4.4 | -7 | 3 | 10
Cc1cc(C=C2C(=O)c3ccccc3C2=O)c(C)n1-c1ccccc1 | 56* | 21 | -10 | 13 | 69* | -8 | 78* | -3.3 | 72* | 2 | -24
COCCNC(=O)c1cc(-c2cccs2)on1 | -316 | -58 | 4 | 6 | -130 | -44 | 4 | -0.5 | -4 | 1 | -50
COc1ccc(C(F)(F)F)cc1N/C=C/c1nnnn1-c1ccc(C)cc1 | 4 | 19 | -5 | 3 | -8 | -14 | -9 | 0.1 | 19 | 0 | 4
COc1ccc(CCC(=O)NCCOc2ccc(Cl)cc2)cc1 | -31 | -3 | 2 | 0 | -30 | -23 | -9 | 0.8 | -4 | 1 | -2

Next part
SMILES | HIF-2a inh | Shn3 inh set2 | KKLEB cytotox | EBV LMP1 NFkB | Peg3 prom inh | NR2E3 ag-1 | C8 TRAIL sens | hiPSC survival | MITF TRPM1 inh | NR2E3 ag-2 | CF NFkB inh
COc1cccc(-c2cc(C(F)(F)F)nc(N3CCCCC3)n2)c1 | 3 | -14 | -15 | -11 | 16 | -21 | -5 | -0.4 | 4 | -1 | -6
Cc1ccc(NC(=O)CN2c3cccc4cccc(c34)S2(=O)=O)cc1S(=O)(=O)N1CCOCC1 | 34 | 7 | -4 | 2 | 39 | 6 | 15 | 0.8 | 2 | 0 | -3
CCOC(=O)/C=C(\C)Nc1cc(C)nn1-c1ccccc1 | 3 | -2 | 15 | 7 | 1 | -6 | -4 | -0.9 | -7 | 1 | -5
Cn1c(Cc2cccc3ccccc23)nnc1SCC(=O)N1CCN(c2cccc(Cl)c2)CC1 | 6 | 61 | 1 | 12 | 31 | 66 | 16 | 5.3 | 29 | -2 | 24
Cc1ccc(C(=O)Nc2cccnc2)cc1NC(=O)c1ccco1 | 11 | -3 | -5 | -5 | 8 | -4 | -1 | -3.7 | 0 | 1 | -21
COC(=O)/C(=C\Nc1ccc(Oc2ccc(F)cc2F)nc1)NC(=O)c1ccccc1 | -24 | 0 | 10 | . | 14 | 23 | 3 | 0.3 | . | -2 | -4
CCOC1=NC(C(=O)O)c2ccccc2/C(=C(/C)Cl)N1 (centres undefined) | 22 | -2 | -3 | 3 | 1 | -8 | -5 | -1.7 | 2 | -1 | -5
C=CCN1C(=O)C2C(C(=O)NC)C3C=CC2(O3)C1C(=O)NCc1ccc(OC)cc1 (centres undefined) | -8 | 10 | 5 | -2 | 5 | -16 | 2 | -2.5 | -14 | 1 | 2
Cc1cccc(C)c1Nc1nnc(SCC(=O)c2ccc3c(c2)NC(=O)CO3)s1 | 17 | -22 | -14 | 6 | -4 | -45 | 4 | -1.1 | 10 | 0 | 6
Cc1ccc(CNC(=O)COc2ccc(S(=O)(=O)NC(C)C)cc2)cc1 | -1 | 70 | 0 | -16 | 5 | 1 | 3 | 0.8 | 14 | 1 | 7
O=C(CCc1nc2ccccc2c(=O)[nH]1)NCc1cccc(Cl)c1 | 18 | 4 | -6 | -6 | 12 | -13 | 4 | 1.3 | 5 | 5 | -6
CN(C)c1ncc([N+](=O)[O-])cc1C(F)(F)F | 23 | 2 | -20 | 2 | 1 | 2 | -9 | 1.1 | 5 | 1 | 14
COc1cc(/C=C(/C#N)C(=O)NCc2ccccc2)cc(OC)c1OC | 28 | 3 | 2 | 9 | -8 | 9 | 2 | 0.0 | -6 | 4 | 11
Cc1ccc(-n2cnc3scc(-c4cccs4)c3c2=O)cc1 | 20 | 9 | -20 | -4 | 12 | 2 | 5 | -2.6 | 4 | -3 | 21
O=C(CC1(O)CCCCC1)OC1CCCC1 | 3 | 6 | -3 | 2 | 1 | 6 | -7 | -1.9 | 12 | . | 4
CCCCN1C(=O)NC2NC(=O)NC21 (centres undefined) | 17 | -14 | 7 | -9 | 4 | -27 | -3 | 2.7 | -2 | 37* | -2
O=C(CC1Sc2ccccc2NC1=O)Nc1cccc(-c2nnc3n2CCCCC3)c1 (centres undefined) | -90 | -34 | 4 | -4 | -41 | -11 | 0 | 4.4 | -7 | 2 | -4
CC1(C)CC(O)(CNCc2ccc3c(c2)OCO3)CCO1 (centres undefined) | 11 | -11 | 1 | 6 | -8 | 0 | -9 | -0.1 | -2 | 1 | 8
CCc1nc2nc(C)c(NS(=O)(=O)c3ccc(Cl)s3)c(=O)n2[nH]1 | 8 | 2 | 3 | 1 | 9 | -24 | -14 | -0.2 | 5 | 4 | 7
O=C(N/N=C/c1ccc2c(c1)OCO2)C1CC1 | -122 | -69 | 11 | -3 | -129 | -53 | -1 | 0.6 | -23 | 2 | -13
O=C(CNS(=O)(=O)c1ccccc1)NCc1ccccn1 | -4 | 0 | -28 | -7 | 16 | 1 | 4 | 7.4 | 0 | -2 | 2
CCCCNC(=O)c1c(CSc2ccccc2)noc1C(=O)NCc1ccccc1 | 18 | 19 | -2 | -3 | 14 | 6 | 8 | 3.4 | 13 | -4 | -26
COc1ccc(C(=O)NC(=S)N(C)Cc2ccccc2)cc1Br | 3 | 10 | -2 | 2 | -9 | -4 | 1 | -0.2 | 10 | 0 | 6
COc1ccccc1NS(=O)(=O)c1cc(NC(=O)c2[nH]c(C)c(C(C)=O)c2C)ccc1N1CCOCC1 | -6 | -6 | 12 | -7 | 7 | 25 | 10 | -0.3 | 25 | 0 | -6
CNC(=O)/C(C#N)=C/c1c(N2CC(C)OC(C)C2)nc2ccccn2c1=O (centres undefined) | 12 | 11 | -2 | 2 | 2 | -9 | 23 | 0.0 | 5 | -1 | 11

MITF TRPM1 inh: what is marked active above
molecule	HIF-2a inh	Shn3 inh set2	EBV LMP1 NFkB	Peg3 prom inh	NR2E3 ag-1	MITF TRPM1 inh	NR2E3 ag-2	CF NFkB inh
Cc1cc(C=C2C(=O)c3ccccc3C2=O)c(C)n1-c1ccccc1	56*	21	13	69*	-8	72*	2	-24

Later entries.
SMILES | HIF-2a inh | Shn3 inh set2 | KKLEB cytotox | EBV LMP1 NFkB | Peg3 prom inh | NR2E3 ag-1 | C8 TRAIL sens | hiPSC survival | MITF TRPM1 inh | NR2E3 ag-2 | CF NFkB inh
Cc1cccc(N2CCN(C(=O)CCS(=O)(=O)c3ccc4c(c3)NC(=O)C(C)S4)CC2)c1C (centres undefined) | 7 | 79 | -2 | 12 | 15 | -23 | 14 | 0.2 | 22 | 0 | 17
O=C(/C=C/c1ccc2c(c1)OCO2)N1CCN(c2ccc(Cl)cc2)CC1 | -5 | 5 | -3 | 3 | 13 | 7 | -5 | 0.2 | -1 | -1 | 9
CS(=O)(=O)c1sc(C(=O)NC(=O)Nc2cccc(C(F)(F)F)c2)c2c1C=CCC2 | 19 | -1 | 4 | 4 | 13 | -3 | -18 | -0.1 | 3 | -2 | 2
O=c1c2cnn(-c3ccccc3Cl)c2ncn1Cc1cccnc1 | 25 | 8 | 7 | -20 | 5 | 2 | -13 | -0.4 | 5 | 7 | -10
N#CC1C(=O)NC(=O)C(C#N)C12CCCc1sccc12 (centres undefined) | 16 | -11 | -10 | -2 | 8 | 2 | -1 | 4.3 | . | . | 10
COc1ccc2nc(NC(=O)NC3CCCCC3)sc2c1 | -236 | -86 | -8 | -23 | -243 | -64 | 7 | 1.4 | -71 | -1 | 16
